p-CIP stab down: p/CIP-EGFP fusion destabilizers, primary screen, fluorescence, F442A cells | 16 h | actives 0.01% (n = 290,000) | Q05BA5 | AID 1984, 2009 | decrease of EGFP signal, % at 10 µM;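 active means EGFP signal decrease of at least 30% at 10 µM or well 3 SD below plate mean, unless failing retest; inactive means the rest, including hits failing retest or dose response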; further: some compounds called inactive have numbers as strong as hits; many of its hits are not listed in these tables
Target sequence (Q05BA5 1-1403): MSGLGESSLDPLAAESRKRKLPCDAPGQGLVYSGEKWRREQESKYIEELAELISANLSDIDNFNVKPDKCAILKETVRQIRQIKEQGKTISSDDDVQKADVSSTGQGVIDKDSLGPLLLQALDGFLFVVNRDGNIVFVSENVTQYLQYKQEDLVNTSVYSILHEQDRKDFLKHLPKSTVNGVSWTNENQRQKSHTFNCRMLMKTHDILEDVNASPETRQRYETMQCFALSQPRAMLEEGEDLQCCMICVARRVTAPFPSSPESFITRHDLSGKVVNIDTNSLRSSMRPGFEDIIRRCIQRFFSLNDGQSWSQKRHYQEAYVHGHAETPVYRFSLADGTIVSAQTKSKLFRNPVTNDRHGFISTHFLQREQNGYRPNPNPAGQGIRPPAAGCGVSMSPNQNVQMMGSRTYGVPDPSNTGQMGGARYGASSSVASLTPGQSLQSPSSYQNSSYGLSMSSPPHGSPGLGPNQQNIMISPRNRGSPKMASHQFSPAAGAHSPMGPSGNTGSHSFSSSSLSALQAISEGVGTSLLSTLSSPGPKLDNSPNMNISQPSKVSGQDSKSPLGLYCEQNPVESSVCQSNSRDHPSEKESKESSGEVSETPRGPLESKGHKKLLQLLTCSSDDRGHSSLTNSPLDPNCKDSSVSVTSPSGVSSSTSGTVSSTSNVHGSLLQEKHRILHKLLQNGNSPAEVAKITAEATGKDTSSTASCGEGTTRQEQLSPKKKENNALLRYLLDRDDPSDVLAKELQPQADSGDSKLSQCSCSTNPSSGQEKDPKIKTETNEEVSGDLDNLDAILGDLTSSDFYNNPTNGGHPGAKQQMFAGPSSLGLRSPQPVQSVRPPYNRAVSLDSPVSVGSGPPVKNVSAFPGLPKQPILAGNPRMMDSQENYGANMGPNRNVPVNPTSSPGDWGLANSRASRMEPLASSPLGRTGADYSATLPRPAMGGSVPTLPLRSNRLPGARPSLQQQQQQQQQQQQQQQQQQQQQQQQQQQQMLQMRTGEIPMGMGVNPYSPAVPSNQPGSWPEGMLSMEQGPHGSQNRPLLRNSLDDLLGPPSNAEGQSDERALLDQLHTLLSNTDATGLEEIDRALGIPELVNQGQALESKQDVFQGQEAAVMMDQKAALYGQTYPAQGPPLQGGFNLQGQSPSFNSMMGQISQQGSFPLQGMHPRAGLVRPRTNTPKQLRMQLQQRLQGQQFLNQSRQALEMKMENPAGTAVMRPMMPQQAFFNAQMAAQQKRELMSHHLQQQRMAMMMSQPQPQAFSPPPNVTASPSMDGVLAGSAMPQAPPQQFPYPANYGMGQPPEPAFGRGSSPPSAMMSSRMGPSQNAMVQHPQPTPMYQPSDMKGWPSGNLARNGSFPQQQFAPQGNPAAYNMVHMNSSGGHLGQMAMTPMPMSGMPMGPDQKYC
VIM-2 inhibitor: VIM-2 metallo-beta-lactamase inhibitors, primary screen, biochemical, epi-absorbance readout, Pseudomonas aeruginosa enzyme. purified VIM-2, nitrocefin hydrolysis, epi-absorbance fluorescence. actives 0.89% (n = 290,000). inhibition, % at 5.6 µM;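 active means inhibition above the mean of all tested compounds plus 3 SD, cutoff set per screening run, cut at about 7.5% in these data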;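 further: red hydrolysis product quenches plate fluorescence so inhibitors raise well fluorescence; 0% = enzyme with DMSO and 100% = DMSO without enzyme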
SUMO HTRF inh: inhibitors of in vitro SUMOylation cascade, primary screen, biochemical, HTRF, uHTS. SUMO-conjugating enzyme UBC9 (Homo sapiens), P63279. HTRF SUMOylation assay, SAE1/SAE2 + UBC9. inhibition, % at 35 µM. actives 0.36% (n = 290,000). AID 2006, 2009; in the data active means inhibition above about 50%, passing the limit was not always enough; further: strong numbers were not always called active
IDE act: human IDE activators in live cells, primary screen, fluorescence polarization, HEK cells, FAbeta-B substrate | Insulin-degrading enzyme (Homo sapiens), P14735 | FAbeta-B cleavage; 0% vehicle, 100% cell-free pure enzyme wells | activation, % at 5.96 µM | actives 0.073% (n = 340,000) | AID 493087, 2011;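 active means activation above the mean of all tested compounds plus 3 SD, set per screening campaign, cut at about 17% in these data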
FID counter: compounds displacing fluorescent DNA intercalator, primary screen, artefact control for HCV NS3 helicase inhibitor project, biochemical, FID fluorescence. DNA fluorescent intercalator displacement. inhibition, % at 7.9 µM. actives 0.17% (n = 290,000). AID 1845, 2009; in the data active means inhibition above about 37%;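 further: 0% = vehicle and 100% = reference compound; higher means more ethidium bromide displaced from hairpin DNA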
M18AAP inhibitor: PfM18AAP inhibitors, malaria aminopeptidase, primary screen, biochemical, QFRET, recombinant enzyme; AID 1822, 2009; H-Glu-NHMec fluorogenic cleavage; inhibition, % at 7.35 µM; M18 aspartyl aminopeptidase (Plasmodium falciparum 3D7); actives 1.2% (n = 290,000);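 active means inhibition above the campaign mean inhibition over all tested compounds plus 3 SD, cut at about 28% in these data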;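 further: 0% = plate median of test compound wells and 100% = 2 mM ZnCl2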
IMP-1 inh: IMP-1 metallo-beta-lactamase inhibitors, primary screen, biochemical, epi-absorbance readout, Pseudomonas aeruginosa enzyme | metallo-beta-lactamase IMP-1 (Pseudomonas aeruginosa) | purified IMP-1, nitrocefin hydrolysis, epi-absorbance fluorescence | inhibition, % at 5.6 µM | actives 0.45% (n = 290,000);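 active means inhibition above the mean plus 3 SD of all compounds in the same screening run, cut at about 4.5% in these data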;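 further: 0% = IMP-1 with DMSO and 100% = DMSO wells lacking enzyme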
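system = purified recombinant IMP-1 beta-lactamase | amount = 0.2 nM IMP-1, as dispensed | medium = HEPES buffer pH 7.1 with ZnSO4 and Brij 35 | times = 25 °C, 15 min preincubation, 25 min reaction | detection = plate fluorescence quenching by hydrolysis product, ex 480/em 530 nm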
IDE cell inh: human IDE inhibitors in live cells, primary screen, fluorescence polarization, HEK cells, FAbetaB substrate; Insulin-degrading enzyme (Homo sapiens), P14735; FAbetaB cleavage; inhibition, % at 5.59 µM; actives 0.41% (n = 320,000); AID 434962, 2010;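 active means percent inhibition above the average of all tested compounds plus 3 SD, set per screening campaign, cut at about 16% in these data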;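 further: IDE supplied by intact live HEK cells; FP after avidin binding of uncleaved biotin substrate so inhibition keeps polarization high; 0% = DMSO wells and 100% = 60 µM reference IDE inhibitor Ii1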
HCV NS3 hel inh: inhibitors of HCV NS3 helicase, primary screen, biochemical, Cy5 molecular beacon fluorescence; NS3 helicase DNA unwinding; inhibition, % at 10.9 µM; actives 0.56% (n = 290,000); AID 1800, 2009;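 active means inhibition above the mean of all tested compounds plus 3 SD, set per campaign, cut at about 35% in these data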;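 further: 0% = DMSO wells and 100% = thioflavine S control wells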
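Control set: DMSO versus 110 µM thioflavine S; Material: NS3 helicase fragment of HCV; Measured by: Cy5 fluorescence at 0 and 60 min, beacon hairpin quenching; Read-out basis: percent inhibition from t60/t0 fluorescence ratio; Times: reaction time 60 min, 25 °C; Repeats: single replicate; Compound dosing: single dose, 10.9 µM nominal final, DMSO 0.8% final.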
An asterisk follows results filed as active; x = no result given. Rows were taken by chance. About 3.6% of those tested had a hit in this group.

No.	SMILES	p-CIP stab down	VIM-2 inhibitor	SUMO HTRF inh	IDE act	FID counter	M18AAP inhibitor	IMP-1 inh	IDE cell inh	HCV NS3 hel inh
1	Cc1ccccc1C(=O)NC(=S)Nc1ccccc1C(=O)O	11	-0.8	0	6	-1	-2	-1.9	5	4
2	Cc1cccc(NC(=S)N2CCN(c3ccccn3)CC2)c1	-12	-0.8	6	4	-11	8	-3.4	1	-2
3	Cc1ccc(-c2nc3ccccc3c(C(=O)NCc3cccs3)c2C)cc1	-12	-0.3	-5	-4	-19	-3	-5.6	-4	0
4	COc1ccc2nc(C)cc(Nc3ccc(C(=O)O)cc3)c2c1	-4	2.7	0	0	-1	-18	-0.8	4	10
5	CSc1cccc(NS(=O)(=O)c2ccc3c(c2)NC(=O)C(C)C(=O)N3)c1 (configuration not stated)	-13	0.3	5	5	-10	-7	-0.4	-1	16
6	O=c1c2c3c(sc2n(CCN2CCCCC2)c(=O)n1Cc1ccco1)CCCCC3	-3	-0.4	11	-2	1	2	-3.9	-3	-9
7	CCCCC(C(=O)O)C(C)CC(=O)Nc1ccn(-c2ccccc2)n1 (configuration not stated)	3	0.8	18	4	-36	-9	1.0	0	-15
8	Cn1c(CC(=O)Nc2ccccc2)nnc1SCC(=O)Nc1ccc(N2CCOCC2)cc1	-19	0.9	-1	0	-19	-4	-0.9	7	-1
9	CC1=CC(=C(C#N)c2nc3ccccc3s2)C=C(C)N1CC1CCCO1 (configuration not stated)	5	-1.5	18	-4	4	-5	-3.0	7	6
10	COC(=O)/C(C#N)=C/c1ccc(-c2ccc(S(N)(=O)=O)cc2)o1	-11	-2.3	3	-1	-8	27	1.1	-1	19
11	COc1cccc(C2C(C(=O)OC(C)C)=C(C)Nc3ncnn32)c1 (configuration not stated)	-2	0.8	-30	3	-18	5	2.2	1	-1
12	N#C/C(=C\Nc1ccc2c(c1)OCCO2)c1nc2ccccc2[nH]1	-15	-4.4	-1	1	-1	2	0.3	-5	-14
13	CC1CCN(S(=O)(=O)N2CCC(C(=O)NCCN3CCOCC3)CC2)CC1	-11	-1.3	17	7	-1	8	-3.1	-2	2
14	Cc1ccc(C(C)C)c(OCCn2c(=O)oc3ccccc32)c1	-2	-2.7	2	-3	-6	1	-1.1	-1	-4
15	Cc1ccc(C)c(S(=O)(=O)C(C#N)c2nc3ccccc3nc2N2CC(C)OC(C)C2)c1 (configuration not stated)	-12	-3.4	89	-2	-21	3	-1.9	-3	12
16	CC1C=CCC2C(=O)N(c3cccc(C(=O)N4CCN(c5ccc(F)cc5)CC4)c3)C(=O)C12 (configuration not stated)	0	-1.1	24	4	-43	6	-2.9	3	3
17	CCN(C(=O)COC(=O)c1cccnc1Nc1ccccc1F)C1CCS(=O)(=O)C1 (configuration not stated)	9	-2.8	-6	-3	-18	-1	-2.6	3	4
18	COc1ccc(OC)c(NC=C2C(=O)OC(C)(C)OC2=O)c1	9	0.9	17	6	-3	0	-0.3	-2	8
19	C=CCOc1ccc2c(c1)c(S(=O)(=O)c1ccc(C)cc1)cn2COC	-24	0.7	-15	-2	-19	12	1.4	2	-15
20	Cc1ccc(NCCC(=O)c2cccc([N+](=O)[O-])c2)cc1	-10	0.3	-11	3	3	4	0.3	3	-5
21	CN1CCc2ccccc2C1C1CCNCC1 (configuration not stated)	-7	-2.4	-2	0	7	14	-1.8	9	1
22	COc1ccc(OC)c(NC(=O)C2CCN(C(=O)C3CC(=O)N(c4ccc(C)cc4)C3)CC2)c1 (configuration not stated)	-5	-2.7	-1	-2	-46	-2	-3.5	2	11
23	Cc1nn(CCc2nc(-c3ccco3)cs2)c2[nH]c(=O)cc(C(F)(F)F)c12	-8	-3.7	-2	-1	-17	7	-2.6	3	46*
24	O=C1CC(N2CCOCC2)C(=O)N1c1cccc(Cl)c1 (configuration not stated)	1	-2.1	-31	-3	2	3	-1.7	5	3
25	COc1ccc(N2CCN(C(CNC(=O)C(=O)NCCCO)c3ccco3)CC2)cc1 (configuration not stated)	-7	-0.2	12	-1	-23	6	-3.0	2	3
26	Oc1ccc(-c2nnc(SCc3ccccc3)o2)cc1	-4	-0.4	5	3	-14	0	-2.6	0	-5
27	Cc1ccc(NC(=O)C2CCCN(c3ncnc4c3nc3n4CCCCC3)C2)nc1 (configuration not stated)	3	0.3	3	-4	-50	3	-2.2	4	3
28	CCOC(=O)C1CCN(C(C(=O)Nc2ccc3c(c2)OCCO3)c2ccccc2)CC1 (configuration not stated)	5	-1.9	-4	5	-19	-6	-3.9	4	-17
29	COc1cc2c(cc1OC)C(c1cccs1)N(C(=O)c1ccc(S(=O)(=O)N(C)C)cc1)CC2 (configuration not stated)	-1	-0.3	-24	0	-44	0	-1.9	4	-13
30	NC(=O)C1CCN(C(=O)CN2CCc3ccccc32)CC1	0	-2.2	8	3	-17	6	-2.4	1	1
31	COc1ccc(C(=O)/C=C/c2cccs2)c(OC(=O)N2CCOCC2)c1	0	-1.2	10	-2	-20	6	-3.6	4	-5
32	COc1ccc(NC(=O)C2CCCC2)cc1	9	-1.4	5	4	-4	-11	-0.1	1	-12

Compound profiles (already shown). Screens in order: p-CIP stab down	VIM-2 inhibitor	SUMO HTRF inh	IDE act	FID counter	M18AAP inhibitor	IMP-1 inh	IDE cell inh	HCV NS3 hel inh
`COc1ccc(NC(=O)C2CCCC2)cc1` is listed with 9	-1.4	5	4	-4	-11	-0.1	1	-12
`Oc1ccc(-c2nnc(SCc3ccccc3)o2)cc1` is listed with -4	-0.4	5	3	-14	0	-2.6	0	-5
`COc1cc2c(cc1OC)C(c1cccs1)N(C(=O)c1ccc(S(=O)(=O)N(C)C)cc1)CC2` (configuration not stated) is listed with -1	-0.3	-24	0	-44	0	-1.9	4	-13
`NC(=O)C1CCN(C(=O)CN2CCc3ccccc32)CC1` is listed with 0	-2.2	8	3	-17	6	-2.4	1	1
`Cc1ccc(NC(=O)C2CCCN(c3ncnc4c3nc3n4CCCCC3)C2)nc1` (configuration not stated) is listed with 3	0.3	3	-4	-50	3	-2.2	4	3

HCV NS3 hel inh: hit marks shown above
entry | SMILES | p-CIP stab down | VIM-2 inhibitor | SUMO HTRF inh | IDE act | M18AAP inhibitor | IMP-1 inh | IDE cell inh | HCV NS3 hel inh
23 | Cc1nn(CCc2nc(-c3ccco3)cs2)c2[nH]c(=O)cc(C(F)(F)F)c12 | -8 | -3.7 | -2 | -1 | 7 | -2.6 | 3 | 46*

The listing continues.
No.	SMILES	p-CIP stab down	VIM-2 inhibitor	SUMO HTRF inh	IDE act	FID counter	M18AAP inhibitor	IMP-1 inh	IDE cell inh	HCV NS3 hel inh
33	NC(=O)CC(NC(=O)Cc1cccc2ccccc12)c1ccc(NC2CCCCCCC2)c([N+](=O)[O-])c1 (configuration not stated)	-12	x	45	7	x	x	x	-4	x
34	CCN(CC)S(=O)(=O)c1ccc(NC(=O)Cn2c(=O)oc3ccccc32)cc1	3	0.6	25	3	-9	0	-3.5	2	0
35	O=C(O)CCC(=O)Nc1ccc(Br)cc1C(=O)c1ccccc1Cl	-16	-2.3	-5	3	-28	-1	-2.1	-2	-23
36	C=CCN1CCc2c(cc(O)c(O)c2Cl)C(c2ccccc2)C1 (configuration not stated)	-5	x	0	7	x	x	x	-1	x
37	Cc1sc2nc(SCC(=O)Nc3c(C)n(C)n(-c4ccccc4)c3=O)n(C)c(=O)c2c1C	-12	0.4	28	1	-24	14	-2.7	8	7
38	O=C1c2ccccc2C2=Nc3ccccc3SC(c3cccc(F)c3)C12 (configuration not stated)	1	-2.9	-15	0	8	6	-2.6	0	-12
39	O=c1c2ccccc2nnn1CSc1nnnn1-c1ccccc1	-18	-0.6	-20	-1	-6	-6	-1.6	-3	-8
40	Cc1ccc(N(CC(=O)NCCc2ccccc2)S(=O)(=O)c2c(C)noc2C)cc1	14	-0.6	-19	4	-21	9	-1.2	-2	-7
41	N#Cc1nc(COc2ccc(Br)cc2)oc1N1CCCC1	1	-3.0	-1	6	-5	2	-4.5	2	8
42	CCOC(=O)C1CCN(C(=O)Cn2cc(C#N)c3ccccc32)CC1	-2	-1.2	5	0	-11	-9	-7.3	1	4
43	Cc1ccc(Cl)cc1NC(=S)N(CCCN1CCN(C)CC1)Cc1ccco1	-6	-0.9	11	5	14	-2	-1.4	4	7
44	COc1nc(-c2ccccc2)c2c(c1C#N)CC(C)(C)OC2	-1	-2.9	1	4	-5	-1	0.7	2	-2
45	CSc1nc(NCC(C)C)c2c3c(sc2n1)CN(C)CC3	-3	8.4*	20	-3	17	6	-0.3	4	-24
46	O=c1[nH]c2ccccc2c2oc(CCl)nc12	1	-1.5	12	-7	-1	19	-1.5	8	9
47	COc1ccc(CNC(=O)C2CCN(C(=O)[C@@H]3Cc4ccccc4CN3)CC2)cc1	0	-0.3	-6	3	13	-1	1.1	0	3
48	COC(=O)CCCCCCCCCCN1CCCCC1	6	0.5	8	4	7	1	-3.2	0	-2

Compound activity from PubChem.
